# HIF-2a block: blocks HIF-2a reporter activity | 786-0 RCC cells HIF-2a reporter, luciferase luminescence, overnight | inhibition, % at 18.8 µM | actives 0.72% (n = 360,000) | AID 624352;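 active = inhibition of the luminescence signal of 40% or more relative to plate controls, in a single-dose primary screen at 18.75 µM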
# KKLEB tox: CF airway cell cytotoxicity counter-screen | KKLEB CF airway cells viability, ATPlite luminescence, overnight; stronger effect = lower value; cells stimulated with P. aeruginosa culture filtrate | activity change (cytotoxicity), % at 5 µM | actives 0.36% (n = 360,000) | AID 602141;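 active = corrected activity change at or below -50% at 5 µM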
# NR2E3 ag-1: activates human NR2E3 receptor | Q9Y5X4 | CHO-S Gal4-NCOR/VP16-NR2E3 two-hybrid, luciferase | inhibition of corepressor binding, % at 3.98 µM | actives 0.35% (n = 360,000) | AID 602229;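 active = inhibition above the mean of all tested compounds plus 3 SD, cut at about 70% in these data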;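 note: 0% = DMSO with NR2E3 transfected cells and 100% = cells lacking NR2E3 construct; higher means lower luciferase signal from less NR2E3 corepressor binding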
# Target sequence (Q9Y5X4 whole entry, looked up, the tested form may be a part): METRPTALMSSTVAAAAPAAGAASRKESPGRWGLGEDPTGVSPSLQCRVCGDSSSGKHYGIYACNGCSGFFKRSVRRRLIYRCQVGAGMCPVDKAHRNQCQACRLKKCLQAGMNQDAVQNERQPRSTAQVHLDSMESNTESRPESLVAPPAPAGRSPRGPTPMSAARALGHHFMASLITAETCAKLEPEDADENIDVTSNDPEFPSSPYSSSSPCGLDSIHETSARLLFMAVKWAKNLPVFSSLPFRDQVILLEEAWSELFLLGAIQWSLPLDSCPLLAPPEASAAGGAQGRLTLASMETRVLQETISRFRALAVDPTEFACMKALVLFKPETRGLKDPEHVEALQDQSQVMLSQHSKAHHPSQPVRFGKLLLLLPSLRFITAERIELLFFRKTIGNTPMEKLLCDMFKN
# Peg3 prom inh: reduces Peg3 promoter-driven luciferase expression in HeLa; HeLa PEG-Prom luciferase reporter, luminescence, overnight; inhibition, % at 20 µM; actives 1.7% (n = 360,000); AID 588405;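 active = inhibition of at least 50% at 20 µM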
# NR2E3 ag-2: NR2E3 (human) agonism. Q9Y5X4. GST-NR2E3/biotin-RetCOR TR-FRET, 1536-well. inhibition of corepressor binding, % at 4.78 µM. actives 0.12% (n = 320,000). AID 2300;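 active = percent inhibition above the cutoff of mean plus 3 SD of all tested compounds, set per screening campaign, cut at about 20% in these data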;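 note: 0% = DMSO wells and 100% = biotin wells as full block of FRET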
#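 System: GST-tagged NR2E3 plus biotinylated RetCOR corepressor; Amount: 1.35 nM GST-tagged NR2E3 final; Dosing: single nominal compound dose of 4.8 µM; Schedule: 5 h incubation at 4 °C; Technique: TR-FRET with europium anti-GST and streptavidin-D2, 340 nm excitation; Controls: biotin wells as high control, 0.6% DMSO wells as low control.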
# TWEAK-Fn14 inh: blocks TWEAK-Fn14 interaction in a reporter cell assay; TWEAK-stimulated Fn14 reporter cells, luciferase luminescence, 8 h; inhibition, % at 10 µM; actives 2% (n = 360,000); AID 1159606; in the data active = inhibition above about 50%
# aDG glyco up: alpha-DG glycosylation activation; Pro5-aDG cells, alpha-DG glycosylation AlphaScreen (IIH6); 0% Pro5, 100% B10-LARGE cell signal; activation, % at 10 µM; actives 0.22% (n = 360,000);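 active = activation of at least 8% versus controls, or a plate z-score of at least 8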;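 note: Pro5 are CHO cells carrying HIG-tagged alpha-DG that lacks glycosylation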
# Shn3 inh set2: inhibitors of Schnurri-3 3'UTR reporter in osteoblasts; Clone20 osteoblast Shn3 3'UTR firefly luciferase, 24 h; inhibition, % at 12.5 µM; actives 0.52% (n = 360,000);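 active = mean inhibition of at least 75% with every replicate also reaching 75%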;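 note: 0% = median of neutral control wells and 100% = pilot-screen positive control compound; some compounds past the cut are filed as inactive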
# iPSC survival up: enhancers of human iPSC single-cell survival | hiPSC single-cell survival, ATPlite luminescence; 100% = ROCK inhibitor wells, 0% = DMSO | survival enhancement, % at 20 µM | actives 0.044% (n = 360,000); in the data active = survival enhancement above about 18%;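 note: cells exposed to compounds for 16 hours before the ATP read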
# CF NFkB block: blocks PAF-induced NF-kB reporter in cystic fibrosis cells; actives 0.86% (n = 360,000); inhibition, % at 5 µM; KKLEB NF-kB-GFP reporter, GFP fluorescence overnight;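 active = at least 50% inhibition at 5 µM, scaled per plate between neutral and stimulator controls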;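 note: PAF is a Pseudomonas aeruginosa culture filtrate used as stimulus; plate controls were PAF-stimulated DMSO wells for no effect and unstimulated DMSO wells for full effect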
# TRPM1 prom inh: MITF TRPM1 promoter inhibition in SK-MEL-5 cells. AID 488899. actives 0.83% (n = 330,000). SK-MEL-5 TRPM1 promoter luciferase, 24 h. inhibition, % at 12.5 µM;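 active = mean inhibition across replicates of 60% or more, whatever share of single replicates reaches that level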; note: values of inactives mirror those of a sister screen read the other way
# Active calls of the source: *; . = not tested or not shown.
SMILES,HIF-2a block,KKLEB tox,NR2E3 ag-1,Peg3 prom inh,NR2E3 ag-2,TWEAK-Fn14 inh,aDG glyco up,Shn3 inh set2,iPSC survival up,CF NFkB block,TRPM1 prom inh
COc1ccc(-c2nc3ccc(C)cn3c2Cc2cccc(Cl)c2)cc1OC,-111.9,-13.7,-54.2,-57.4,.,-15.7,0.3,-14.0,-0.7,-2.9,.
CC(C)(C)c1csc(NNC(=O)c2ccc(Cl)cc2)n1,-101.9,-1.0,-33.9,-80.1,-0.3,-27.0,-0.1,-0.1,0.8,-17.6,-42.1
CCOC(=O)c1c(NC(C)=O)sc2c(OC)c(Br)ccc12,0.2,-7.7,-14.9,25.8,3.1,-8.5,0.0,11.8,1.3,-6.7,-0.5
CN(NC(=O)C(C)(C)C)c1nc(-c2ccccc2)nnc1C(F)(F)F,6.0,-4.4,-2.8,-0.3,3.2,-5.8,0.3,10.0,-1.8,14.4,-3.1
CS(=O)(=O)N1N=C(c2ccccc2)CC1c1ccc2nccnc2c1 (centres undefined),-57.0,8.1,-13.9,-47.1,-0.7,13.5,0.1,-6.7,-2.8,16.6,-14.8
CCOc1ccc(CCN2C(=S)N([C@@H](Cc3ccc(O)cc3)CN3CCC[C@@H]3CN3C(=S)NC[C@@H]3CC(C)C)C[C@@H]2Cc2ccc(O)cc2)cc1,-48.4,-16.3,37.2,100.7*,.,46.1,-0.6,16.6,-1.4,55.4*,.
O=S(=O)(c1ccc2ccccc2c1)N1CCCCC1,-6.2,-1.5,-4.7,23.6,-1.1,8.4,-0.2,-1.8,5.5,2.6,12.3
COc1ccc(/C=N/NC(=O)C(=O)N2CCN(c3ccccc3OC)CC2)cc1,11.8,3.4,-19.5,13.4,30.1*,-39.8,0.1,-28.8,1.6,-6.8,-5.1
O=C(O)C1C2C=CC(C2)C1C(=O)NCCCc1ccccc1 (centres undefined),15.6,9.2,3.1,8.3,-0.5,-2.7,-0.4,-10.5,0.0,1.5,-19.0
Cc1ccc(NC(=S)NCC23C=CC(O2)C2C(=O)N(c4ccc(C)cc4)C(=O)C23)cc1 (centres undefined),-11.7,15.1,-16.6,-7.4,-2.4,9.0,0.1,29.5,-1.8,-15.6,-3.0
Cc1cc(C)cc(NC(=O)C(Nc2ccccc2)c2ccccc2)c1 (centres undefined),-7.6,-5.6,-10.1,15.0,4.4,13.1,0.5,-15.8,-1.2,10.9,5.1
CCOC(=O)c1c(NC(=O)C(C)Sc2c[nH]c3ccccc23)sc2c1CCC2 (centres undefined),-17.5,-1.9,12.4,34.7,1.0,20.8,0.3,18.9,0.7,23.2,.
CCC(c1nnnn1CCc1ccccc1)N(Cc1ccco1)Cc1cc2c(C)ccc(C)c2[nH]c1=O (centres undefined),18.8,-3.8,-5.9,14.5,0.2,29.3,0.4,24.0,0.1,11.8,4.7
Cc1cccc(NC(=O)C2CCN(S(=O)(=O)c3cccc4nonc34)CC2)c1,10.2,-0.1,-29.3,4.4,-1.4,37.8,-0.1,7.3,0.7,-2.2,2.2
CCC(CC)C(=O)N1CCN(c2cccc(C)c2C)CC1,28.1,3.1,12.8,10.0,2.1,1.8,0.4,22.1,0.4,3.1,12.2
O=C(Nc1ccccc1Cl)c1cc[n+]([O-])cc1,5.4,0.2,-32.3,3.9,3.4,1.3,-0.1,6.6,-0.6,-12.1,7.2
COc1ccc(CN=C(Nc2ccccc2)SC2CC(=O)NC2=O)cc1 (centres undefined),-7.7,-9.0,-30.6,11.1,4.8,6.8,0.2,-3.1,3.5,5.3,-9.5
COC(=O)C1=C(C)N(Cc2ccccc2)C(=NCc2ccc(OC)cc2)N[C@H]1c1ccccc1,5.6,-1.7,14.3,69.0*,.,7.2,1.8,4.4,-6.2,-14.1,2.7
CCOC(=O)c1csc(NC(=O)C2=COCCO2)n1,-187.5,5.4,-109.1,-190.5,-0.5,16.1,-0.1,-113.3,-0.5,-12.8,-44.9
CN1CCCN(S(=O)(=O)c2ccccc2)c2nc3ccccc3nc21,5.4,3.1,-17.7,24.8,.,-1.0,0.2,-16.7,-0.5,9.3,1.1

# Limited to KKLEB tox and Peg3 prom inh, for some of the entries so far:
compound	KKLEB tox	Peg3 prom inh
O=C(Nc1ccccc1Cl)c1cc[n+]([O-])cc1	0.2	3.9
COc1ccc(CN=C(Nc2ccccc2)SC2CC(=O)NC2=O)cc1 (centres undefined)	-9.0	11.1

# Next section.
SMILES,HIF-2a block,KKLEB tox,NR2E3 ag-1,Peg3 prom inh,NR2E3 ag-2,TWEAK-Fn14 inh,aDG glyco up,Shn3 inh set2,iPSC survival up,CF NFkB block,TRPM1 prom inh
COc1ccccc1NS(=O)(=O)c1cccc(C(=O)OCC(=O)Nc2cc(C)on2)c1,18.2,6.8,-2.8,14.7,-2.2,28.7,0.5,26.5,-0.9,1.1,4.6
Cc1ccc(S(=O)(=O)N2C[C@H]3C(=O)C[C@@H]4C(=O)N(c5ccccc5)C(=O)[C@@H]4[C@@H]3C[C@H]2c2cccs2)cc1,8.1,-1.6,-3.0,4.0,.,9.7,-0.2,27.1,-0.8,-14.8,.
CC1CCN(CCOCCOc2ccc(Cl)cc2Br)CC1,-11.0,0.3,16.2,0.1,3.8,-4.8,0.1,-16.4,0.6,1.2,1.4
Cc1ccc(NC(=S)NC2CCCC2)cc1C,-108.1,-5.9,-45.0,-78.3,3.0,-6.5,0.3,-47.6,-1.1,16.8,-30.0
O=C(N/N=C/c1ccc2ncccc2c1)c1cc(-c2cccs2)nc2ccccc12,-105.3,-1.0,-4.5,-28.3,1.4,10.2,0.2,0.4,-0.4,-11.8,-13.5
CCOC(=O)C1(C)CCCCCN1C(=O)/C=C/c1ccccc1 (centres undefined),14.5,5.2,15.8,-1.8,.,17.0,0.0,10.5,-1.2,-3.7,.
COc1ccc(CN(C)CC(=O)Nc2ccccc2C(=O)NC2CC2)cc1,0.0,-19.3,7.8,7.8,8.3,-7.4,-0.1,-30.1,-0.3,-3.7,8.0
C=CCn1c(SCCN2C(=O)c3ccccc3C2=O)nc2scc(-c3ccccc3)c2c1=O,10.6,-25.4,-23.5,5.2,1.0,-22.2,0.0,-5.6,-0.7,25.8,-7.6
Cc1ccc(S(=O)(=O)N(C)C)cc1NC(=O)CCc1ccccc1,-6.3,2.8,-11.9,11.2,-3.5,-3.9,-0.1,-12.9,-0.1,-14.5,-16.1
Cc1cccc(N2CCN(Cc3nc(-c4cccc(Oc5ccccc5)c4)oc3C)CC2)n1,18.5,6.9,-20.2,-4.1,1.0,8.1,-0.6,6.8,-1.5,-0.5,6.3
CC1(C)C=Cc2cc3ccc(=O)oc3cc2O1,-179.4,4.9,4.3,-115.7,-2.2,-28.3,-0.3,-49.9,4.5,-2.3,-58.1
O=C(NNc1cc(Cl)cc(Cl)c1)C1CCC1,16.2,8.0,-1.5,12.7,2.0,-15.8,0.1,4.1,-0.4,-15.9,2.4
CCN(Cc1cc2ccccc2[nH]c1=O)S(=O)(=O)c1ccccc1,-5.5,3.3,-2.2,0.6,1.8,-0.9,-0.2,22.7,-0.5,-6.9,-5.7
O=C(Cc1cccc(NC(=O)C2CCN(S(=O)(=O)c3cccc([N+](=O)[O-])c3)CC2)c1)Nc1cccc(C(=O)N2CCOCC2)c1,-11.9,14.4,-8.1,-0.2,.,-9.8,-0.1,4.1,0.5,-16.9,-0.5
O=C(Nc1ccccc1[N+](=O)[O-])C1=C(O)CCn2c1nc1ccccc12,-47.6,-21.8,-14.2,30.9,3.9,-23.6,0.2,2.2,-0.7,24.2,11.2
Cc1sc2nc(CSc3ccc([N+](=O)[O-])c(C(F)(F)F)c3)[nH]c(=O)c2c1C,17.9,7.7,11.6,21.8,-3.7,-4.7,0.0,-5.9,-1.4,-6.0,1.2
C[C@H]1CN([C@@H](C)CO)C(=O)CCCn2cc(nn2)CO[C@@H]1CN(C)C(=O)Nc1cccc(C(F)(F)F)c1,8.9,-0.4,-1.4,9.7,.,-6.2,0.0,12.3,0.1,-5.6,.
COc1ccccc1-c1ccc2nnc(SC)n2n1,-17.8,-13.7,-0.6,-18.4,-2.6,-6.7,-0.3,9.0,-0.3,0.1,3.8
O=C(Nc1ccc(S(=O)(=O)Nc2nccs2)cc1)c1cc(-c2ccccn2)nc2ccccc12,16.7,8.9,-2.6,4.6,3.2,3.6,-0.2,4.9,6.1,-3.8,-11.2
COc1ccc(C(=O)NCCC2=CCCCC2)cc1[N+](=O)[O-],-143.1,10.9,-38.3,-84.5,-2.0,-10.8,0.0,-0.7,-0.2,1.2,-13.2
CC(=O)c1c(C)oc2ccc(NS(=O)(=O)c3ccc(C(=O)O)cc3)cc12,5.7,5.3,-20.8,12.2,-1.0,3.9,-0.1,9.8,0.6,-3.7,-7.8
COc1ccc(C(=O)NCCc2ccc(Cl)cc2)cc1S(=O)(=O)N1CCCCC1C (centres undefined),25.9,16.0,22.4,26.5,3.6,33.9,-0.2,4.2,0.8,18.0,13.3
CCOc1ccc(NC(=O)CCNS(=O)(=O)c2cccc3nonc23)cc1,15.2,4.5,1.6,16.6,-0.3,11.4,0.1,9.7,0.9,6.4,-4.5
Cc1ccc(S(=O)(=O)NOCc2ccccc2)cc1,-4.1,3.5,-15.2,-6.4,.,11.0,1.0,1.7,-1.9,13.0,-1.2
O=[N+]([O-])c1cc([N+](=O)[O-])c2oc(-c3ccccc3)c(Br)c2c1O,-15.7,-21.9,100.2*,21.4,.,36.2,-0.3,0.8,-0.1,50.3*,9.0
O=C(Nc1ccccc1)c1cccnc1N1CCOCC1,4.6,6.8,-7.8,18.0,1.9,-16.6,-0.1,0.2,1.5,-0.3,-0.4
COc1cccc(/C=C/C(=O)Nc2ccc(N3CCOCC3)cc2)c1OC,-113.8,-6.4,-6.7,-64.3,4.2,-15.8,-0.1,-19.5,0.1,-12.0,-16.8
CC(C)N(C(=O)c1sc2cc([N+](=O)[O-])ccc2c1Cl)C(C)C,22.5,-21.7,-31.8,12.1,-0.9,-10.5,-0.1,14.5,2.9,15.9,8.0
CCS(=O)(=O)c1ccc(-c2csc(-c3ccc(Cl)cc3)n2)c(Cl)c1Cl,-117.9,-9.8,-15.9,-108.1,-2.7,-15.9,0.0,-10.8,-1.6,8.5,-13.0
Cn1c(SCC(=O)OC2CCCCC2)nnc1-c1ccc(S(=O)(=O)N2CCCC2)cc1,8.2,0.3,-2.6,9.8,2.5,8.8,0.0,4.7,-1.2,8.5,-3.0
Cc1cc(CNC(=O)Nc2ccc3c(c2)OCO3)nn1C,-113.8,-5.7,-12.7,-79.7,-4.8,-3.2,0.7,-13.7,2.4,-4.5,-39.5

# High-throughput results (PubChem BioAssay)

# The order is random. About 4.4% of those tested had a hit in this group.
